High-throughput results (PubChem BioAssay)
TSHR antag – Antagonists of the Thyroid Stimulating Hormone Receptor: HTS campaign; activity change, negative = inhibition, % at 11.5 µM; AID 504810, 2011; 330,000 tested, 0.2% active; Thyrotropin receptor (Homo sapiens), P16473; TSHR-expressing cells, TSH-stimulated cAMP HTRF, 2 h; hits give low values;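 active = activity change below a set negative limit, meaning inhibition stronger than a set level, cut at about -70% in these data; inconclusive = activity change between two set negative limits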; note: % is set by controls: 0 for no effect and ±100 for the full control effect
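Antagonism was scored as loss of TSH-driven cAMP in TSHR cells, stimulated with 4nM TSH (EC80) for 2 hours at 37 deg C and detected by homogeneous HTRF competition immunoassay.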
Tb PFK block – qHTS Assay to Find Inhibitors of T. brucei phosphofructokinase. ATP-dependent 6-phosphofructokinase (Trypanosoma brucei brucei), O15648. T. brucei PFK, ADP-Glo luminescence. Potency, µM (highest dose often 57.5 µM), for inactives: at the highest dose activity, negative = inhibition, hits mostly inhibitors. 330,000 tested, 0.17% active;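 note: potency is the fitted concentration of half-maximal effect; 0% = uninhibited 1x PFK enzyme wells and -100% = no-enzyme wells; nearly all actives have a fitted effect of over 60% in size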
Target sequence (O15648 whole entry, looked up): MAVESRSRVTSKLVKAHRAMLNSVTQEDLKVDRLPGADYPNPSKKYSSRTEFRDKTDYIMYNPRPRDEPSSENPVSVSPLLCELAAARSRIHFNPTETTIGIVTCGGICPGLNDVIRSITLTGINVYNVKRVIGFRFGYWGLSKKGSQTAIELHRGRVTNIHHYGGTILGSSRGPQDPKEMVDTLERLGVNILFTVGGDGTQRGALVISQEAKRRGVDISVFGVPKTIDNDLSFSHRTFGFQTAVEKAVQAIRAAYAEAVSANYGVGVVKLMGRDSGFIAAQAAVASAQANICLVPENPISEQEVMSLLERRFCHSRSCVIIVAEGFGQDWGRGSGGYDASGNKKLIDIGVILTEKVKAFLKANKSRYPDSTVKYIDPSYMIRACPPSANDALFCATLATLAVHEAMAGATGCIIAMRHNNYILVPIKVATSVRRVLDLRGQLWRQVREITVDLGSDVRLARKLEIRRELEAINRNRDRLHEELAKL
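1.25 nM PFK with 0.5 mM F6P and 0.1 mM ATP in 0.1 M TEA pH 8.0, 5 mM MgCl2, incubated 45 min at room temperature; ADP measured by ADP-Glo luminescence; compounds titrated up to 57 uM.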
Mito fusion act – qHTS Assay for Small Molecule Inhibitors of Mitochondrial Division or Activators of Mitochondrial Fusion; S. cerevisiae fusion-defective mutant growth rescue, CellTiterGlo 48 h; Potency, µM (doses to about 46.1 µM), for inactives: at the top dose growth rescue (activation), usual class: activators; 320,000 tested, 0.23% active;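 note: potency is the fitted concentration of half-maximal effect; % of control where 0% means no effect; nearly all actives have a fitted effect of over 45% in size; temperature-sensitive fusion mutants such as fzo1-1 at 37 °C on non-fermentable ethanol glycerol medium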
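Growth-rescue viability read-out: after 48 h at the non-permissive 37C in glycerol/ethanol YPEG, yeast mitochondrial fusion mutants are measured by CellTiterGlo luminescence; compounds (23 nl pinned per well) restoring growth score as division inhibitors or fusion activators.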
uPA generation – qHTS for Inhibitors of Cell Surface uPA Generation; 330,000 tested, 0.31% active; cell surface uPA generation assay, qHTS; Potency, µM (doses to about 38.3 µM), for inactives: at the top dose activity change, negative = inhibition, actives largely listed as inhibitors; active = well fitted inhibition curve with a large enough effect; inconclusive = small, poorly fitted or top-dose-only effect; inactive = no such curve, though single readings can be large or run the other way; tested in mouse RAW 264.7 cells; note: potency is the fitted concentration of half-maximal effect; % is set by controls: 0 for no effect and ±100 for the full control effect; nearly all actives have a fitted effect of over 55% in size
USP2a inh – qHTS Assay for Inhibitors of Ubiquitin-specific Protease USP2a Using CHOP2 as the Reporter; 330,000 tested, 0.01% active; Potency, µM (series often up to 38.3 µM), for the others: at the highest dose activity change, negative = inhibition, usual class: inhibitors; USP2 core, Ub-CHOP2 coupled fluorogenic reporter, 485/531; Ubiquitin carboxyl-terminal hydrolase 2 (Homo sapiens), O75604;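 note: potency is the fitted concentration of half-maximal effect; plate controls were DMSO wells for no effect and full inhibition by NEM control for full effect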
Target sequence (O75604 whole entry, looked up): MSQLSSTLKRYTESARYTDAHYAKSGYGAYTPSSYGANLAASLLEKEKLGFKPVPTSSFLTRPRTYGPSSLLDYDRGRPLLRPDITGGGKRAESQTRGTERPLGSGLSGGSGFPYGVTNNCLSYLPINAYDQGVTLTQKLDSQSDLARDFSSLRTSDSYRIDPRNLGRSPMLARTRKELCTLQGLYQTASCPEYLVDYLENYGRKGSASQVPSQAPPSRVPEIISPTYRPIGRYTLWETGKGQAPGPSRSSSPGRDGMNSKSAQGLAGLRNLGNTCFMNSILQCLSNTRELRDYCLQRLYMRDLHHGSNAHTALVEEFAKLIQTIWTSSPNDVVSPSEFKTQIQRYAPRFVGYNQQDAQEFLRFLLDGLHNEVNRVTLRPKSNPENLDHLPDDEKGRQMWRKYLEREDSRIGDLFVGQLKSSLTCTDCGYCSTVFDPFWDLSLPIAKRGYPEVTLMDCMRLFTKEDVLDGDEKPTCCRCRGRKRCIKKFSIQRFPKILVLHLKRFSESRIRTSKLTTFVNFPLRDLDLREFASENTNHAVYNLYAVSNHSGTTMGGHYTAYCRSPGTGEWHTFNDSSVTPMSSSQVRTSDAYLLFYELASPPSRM
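Cell-free coupled assay: 10nM USP2 core preincubated 30min RT with compound in Tris-HCl pH 8.0/CaCl2/CHAPS buffer, then 25nM Ub-CHOP2 and 25nM reporter substrate; fluorescence (Ex 485/Em 531) read after 60min RT, normalized to NEM inhibition, concentration-response curves fitted.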
TCR act – Activators of T cell receptors: qHTS campaign | primary human leukocytes, anti-CD3, IL-2 HTRF, 48 h | Potency, µM (doses to about 9.22 µM), for inactives: at the highest dose activation of IL-2 secretion, hits mostly activators | 330,000 tested, under 10 active | AID 504894, 2011; note: % of control where 0% means no effect
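Activity was scored as IL-2 release from primary human leukocytes given only a TCR signal (a-CD3 beads) plus compound for 48 hr. Detection used a two-antibody HTRF format read at 665nm.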
ELG1 DNA repair – qHTS screen for small molecules that inhibit ELG1-dependent DNA repair in human embryonic kidney (HEK293T) cells expressing luciferase-tagged ELG1. 330,000 tested, 2.3% active. HEK293T ELG1-luciferase reporter, luminescence, 16 h; DNA damage induced by 5-fluorouridine. Potency, µM (doses to about 46.1 µM), inactives show at the top dose activity change, negative = inhibition, hits mostly inhibitors; note: potency is the fitted concentration of half-maximal effect; % is set by controls: 0 for no effect and ±100 for the full control effect; nearly all actives have a fitted effect of over 55% in size
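Luminescence from the luciferase reporter, measured 30 min after ONE-Glo reagent at room temperature, was the read-out. Beforehand, 2,000 cells per well were exposed for 16 hr at 37 °C to 5-fluorouridine together with compound or vehicle.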
Eya2 inh – qHTS Assay for Inhibitors of the Phosphatase Activity of Eya2; 330,000 tested, 0.006% active; Protein phosphatase EYA2 (Homo sapiens), O00167; Potency, µM (highest dose often 76.9 µM), for the others: at the top dose activity, negative = inhibition, actives largely listed as inhibitors; AID 488837, 2010; recombinant Eya2, OMFP fluorescence dephosphorylation (OMFP is methylfluorescein phosphate); note: potency is the fitted concentration of half-maximal effect; % is set by controls: 0 for no effect and ±100 for the full control effect
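Eya2 (0.2 uM) preincubated 10 min at ambient with compound, then OMFP substrate added at 50 uM; 10 min reaction in 50 mM HEPES pH 7.5, 50 mM NaCl, 5 uM MgCl2, 0.05% BSA, 1 mM DTT. Fluorescence read at Ex 485/Em 525 nm.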
PTAP TSG101 blk – qHTS Assay for Iinhibitors of HIV-1 Budding by Blocking the Interaction of PTAP/TSG101; Tumor susceptibility gene 101 protein (Homo sapiens), Q99816; Fluorescence polarization, FITC-PTAP peptide / Tsg101 binding; Potency, µM (titrated, usually from 115 µM), without a hit: at the highest dose activity change, negative = inhibition, hits mostly inhibitors; 340,000 tested, under 10 active; active = well fitted inhibition curve with a large enough effect in the main read-out, with a control signal flat, not every such curve was filed as active; inconclusive = small, poorly fitted or top-dose-only effect, or effect the other way, or a change in a side signal; inactive = no such curve, though single readings can be large or run the other way; note: potency is the fitted concentration of half-maximal effect; % of control where 0% means no effect
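Steps: Tsg101 binding domain dispensed (10 uM final), compounds pinned in DMSO, FITC-labeled PTAP-motif peptide added (50 nM final); after 20 min binding at room temperature, polarization measured.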
B2AR arrestin – qHTS assay of beta-arrestin-biased ligands of beta2-adrenergic receptor; Beta-2 adrenergic receptor (Homo sapiens), P07550; beta-arrestin recruitment to beta2AR, cell-based reporter; Potency, µM (titrated, usually from 46.1 µM), for inactives: at the highest dose activation, actives largely listed as activators; 330,000 tested, 0.02% active; AID 492947, 2010;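 note: potency is the fitted concentration of half-maximal effect; 0% = DMSO controls and full agonism = EC100 isoproterenol or metaproterenol; nearly all actives have a fitted effect of over 65% in size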
Chronic BCR inh – qHTS Assay to Find Inhibitors of Chronic Active B-Cell Receptor Signaling | ABC-DLBCL IkBa-CBG/CBR reporter, luminescence ratio, 4 h | Potency, µM (highest dose often 46.1 µM), for the others: at the highest dose ratio change, negative = lower green/red ratio, usual class: inhibitors | 340,000 tested, 0.05% active; active = well fitted inhibition curve with a large enough effect in the signal ratio, with a control signal flat, not every such curve was filed as active; inconclusive = small, poorly fitted or top-dose-only effect, or effect the other way, or a change in a side signal; the % refers to the signal ratio;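 note: potency is the fitted concentration of half-maximal effect; plate controls were basal doxycycline-induced cells for no effect and cells given 10 µM MG132 for full effect; MG132 reads +100%, hits lower the ratio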
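Compounds up to 46 uM were incubated four hours with TMD8 cells whose green CBG68 luciferase is fused to IkappaBalpha; red CBR luminescence normalised the signal, and concentration-effect curves were fitted to fusion, red and ratio data.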
* marks the source's active call; other numbers are inactive results; ? = inconclusive; . = not tested or not shown; [ ] = dose if it differs, or a comment. Unless noted, calls come from the whole dose curve; as a rule, active = well fitted curve in the direction sought with a large enough effect; inconclusive = small, poorly fitted or top-dose-only effect, or another doubt; inactive = no such curve, though single readings can be large; an effect the other way counts as inactive or inconclusive.

The line under a structure holds: TSHR antag	Tb PFK block	Mito fusion act	uPA generation	USP2a inh	TCR act	ELG1 DNA repair	Eya2 inh	PTAP TSG101 blk	B2AR arrestin	Chronic BCR inh
C=CCn1c2ccccc2c(=O)c2cc(C#CC3(O)CCCCC3)ccc21
    -16	0%	-3%	?	4%	7%	?	3%	-2%	-0.3%	?
Clc1ccc(-c2ccc(CN3CCCCC3)o2)cc1
    14	-1%	0%	7%	-2%	.	?	?	-6%	-0.5%	-2%
O=C(NC1CCCCC1)c1cccc2c1C(=O)c1ccc(-c3ccc(OC(F)(F)F)cc3)cc1S2(=O)=O
    5	1%	.	3%	3%	-1%	0%	8%	-2%	-2.9%	-2%
CCn1c(SCC(=O)NNC(=O)Cc2ccccc2)nnc1-c1ccncc1
    7	-15%	-7%	4%	1%	4%	7%	-7%	0%	0.5%	7%
CCC(C(=O)NCCc1ccco1)n1nc(C)c2c(C)n(-c3ccccc3)nc2c1=O (configuration not stated)
    6	1%	1%	-1%	4%	10%	-10%	-5%	-1%	-0.3%	-16%
CCOC(=O)c1cn(CC)c2c(ccc3ccccc32)c1=O
    -11	-4%	-2%	10%	2%	.	?	-7%	0%	0.3%	?
O=C(NCc1ccc(F)cc1)C(c1cccs1)N(C(=O)c1csnn1)C1CC1 (configuration not stated)
    24	3%	12%	-1%	2%	6%	-17%	14%	1%	-0.1%	0%
Cc1ccccc1C(=O)N1CCC(C(=O)N(CC(C)C)c2c(N)n(CC(C)C)c(=O)[nH]c2=O)CC1
    16	-2%	-4%	?	0%	-1%	18%	3%	1%	0.3%	4%
O=C(O)c1ccc(N=c2oc3cc(O)ccc3cc2C(=O)NCc2ccccc2)cc1
    6	-8%	-1%	4%	1%	0%	?	-16%	-6%	-0.1%	?
CN1C(=O)C2C(c3ccc(N(C)C)cc3)=NN(Cc3ccccc3)C2C1=O (configuration not stated)
    -10	-2%	-8%	4%	-2%	-2%	-15%	9%	1%	-0.2%	?
Cc1ccc(NC(=O)CSc2nc3c(c(=O)[nH]2)CCCC3)cc1C
    -5	2%	-1%	1%	1%	-3%	7%	2%	-2%	0.3%	0%
CCOc1ccc(OCC)c(NC(=O)CN(c2ccc(C)cc2)S(=O)(=O)c2c(C)noc2C)c1
    -22	5%	-1%	4%	-9%	0%	-20%	-1%	1%	-0.9%	?
O=C1OCC2=C1C(c1ccccc1)CC(=O)N2c1cccc(F)c1 (configuration not stated)
    25	-3%	-5%	8%	-1%	8%	?	-2%	1%	-0.1%	-16%
O=C1CCCC2=C1Sc1ccc(Cl)cc1N2
    -11	-1%	-2%	9%	5%	12%	-13%	-25%	?	-0.5%	10%
Cc1cccc(C)c1NC(=O)COC(=O)C1Cc2ccccc2CN1C(=O)c1ccccc1 (configuration not stated)
    4	-7%	7%	9%	-1%	7%[46.1 µM]	-9%	-1%	-1%	-0.4%	-11%
O=C1CN(C(=O)c2ccc(Cl)c(S(=O)(=O)N3CCc4ccccc43)c2)c2ccccc2N1
    -5	1%	6%	-1%	-5%	5%	?	-4%	0%	0.1%	0%
NC(=O)COC(=O)C1CSC2(c3ccc(F)cc3)CCC(=O)N12 (configuration not stated)
    11	-4%	1%	3%	4%	-2%	11%	1%	-5%	-0.1%	0%
CCc1ccc2c(CN3CCN(S(=O)(=O)c4ccc5c(c4)OCCO5)CC3)cc(=O)oc2c1
    -11	1%	10%	0%	-8%	-2%	?	-9%	-2%	-0.7%	-3%
CCN(CC)c1ccc(/C=N/NC(=O)c2cccc(S(=O)(=O)Nc3ccccc3OC)c2)c(O)c1
    -10	5%	-9%	-23%	1%	-15%[46.1 µM]	-14%	-6%	?	-0.6%	-2%
N#C/C(=N\Nc1ccc(Cl)cc1)C(=O)c1ccccc1
    -48	-1%	?	-9%	-2%	5%	?	-7%	-7%	0.0%	?

The line under a structure holds: TSHR antag	Tb PFK block	Mito fusion act	uPA generation	USP2a inh	TCR act	ELG1 DNA repair	Eya2 inh	PTAP TSG101 blk	B2AR arrestin	Chronic BCR inh
COc1ccccc1NC(=O)CN(c1ccccc1)S(=O)(=O)c1ccccc1
    -1	6%	-2%	4%	-1%	1%	-5%	-4%	-4%	-0.3%	-2%
COc1cc(C(=O)Nc2ccc3c(c2)OCCO3)c(-n2cnnn2)cc1OC
    4	-5%	-2%	2%	-8%	3%	1%	-26%	4%	-0.4%	-12%
Cc1ccc(NCc2nc3ccccc3n2C)c(C)c1
    4	0%	-13%	1%	-1%	6%	?	7%	-2%	-1.0%	1%
CC(=O)Nc1c2c(nn1-c1ccc(C)cc1)CSC2
    2	2%	2%	1%	0%	-5%	15%	0%	0%	0.2%	0%
O=C(Nc1ccccc1)c1sc2cc(C(F)(F)F)cnc2c1-c1cccs1
    0	-1%	-2%	3%	-1%	5%	-2%	-14%	2%	-0.2%	9%
Cn1ccnc1/C(=N\NC(=O)c1ccc(O)cc1)c1cccc([N+](=O)[O-])c1
    7	-2%	3%	-2%	1%	-7%	?	3%	-4%	-0.3%	?
CCOc1ccc(S(=O)(=O)N2CCCCC2)cc1NS(=O)(=O)c1cccs1
    9	1%	5%	3%	1%	0%	-1%	4%	-2%	0.0%	7%
c1ccc(Cn2ncc3c(NCc4ccco4)ncnc32)cc1
    -2	3%	0%	-11%	1%	-1%	?	-8%	-1%	-1.0%	-1%
CN(CCOc1ccccc1)C(=O)c1cc(-c2ccco2)nc2ccccc12
    30	?	0%	1%	-14%	1%	?	14%	-8%	0.0%	1%
Cc1cccc(C)c1NC(=S)/C(=C(\[O-])c1cccs1)[n+]1ccccc1
    32	-1%	3%	-4%	1%	-3%[46.1 µM]	3%	2%	2%	-0.4%	5%
Cc1c(NCc2ccccc2O)c(=O)n(-c2ccccc2)n1C
    11	1%	2%	3%	2%	-1%	?	-17%	-2%	-0.4%	1%
O=C(O)C1C2C=CC(C2)C1C(=O)Nc1ccc(C(=O)N2CCCCC2)cc1 (configuration not stated)
    1	6%	0%	-2%	0%	-2%	-7%	1%	2%	0.4%	-6%
CCOc1ccccc1NC(=O)c1ccc(S(=O)(=O)N(C)C)cc1
    -5	1%	7%	-2%	3%	1%	?	-27%	-3%	-0.5%	?
O=C(COC(=O)c1cccc2ccccc12)NCCCc1ccccc1
    -5	-1%	20%	2%	5%	-1%[46.1 µM]	10%	-2%	-3%	-0.3%	?
CC(=O)OCC1OC(OC(C)=O)C(NC(=O)c2cccnc2)C(OC(C)=O)C1OC(C)=O (configuration not stated)
    1	-3%	0%	-7%	0%	8%[46.1 µM]	-12%	-2%	-2%	0.0%	-3%
CN(c1ccc(C(=O)Nc2ccc(Cl)cn2)cc1)S(=O)(=O)c1ccccc1
    -17	-1%	-5%	-16%	-2%	-2%	?	0%	-6%	2.7%	?
O=C(C[C@@H]1C/C=C\CC[C@H](Cc2ccc(F)cc2)C(=O)OC[C@@H](Cc2ccccc2)NC1=O)NCCO
    -15	7%	.	-1%	4%	3%	-5%	-10%	-9%	-1.5%	0%
Cc1c(NC(=S)N/N=C/c2cc([N+](=O)[O-])ccc2O)c(=O)n(-c2ccccc2)n1C
    -5	5%	8%	2%	0%	9%	?	-13%	-1%	-0.8%	15%
C=CCSc1nnc(Cc2c(C)[nH]c3ccccc23)o1
    -3	0%	14%	4%	-10%	-7%[46.1 µM]	10%	-21%	-3%	-0.9%	-6%
CCOC(=O)Cn1nc(-c2ccc(C)cc2)c2ccccc2c1=O
    0	-1%	3%	9%	-1%	2%	-2%	0%	-3%	-0.2%	2%
